Screening data (PubChem)
MKP-3 inhibition = MKP-3 phosphatase inhibitors, primary screen, biochemical, rat enzyme, in vitro (AID 425); recombinant MKP-3 phosphatase activity, fluorescence; higher % means a stronger effect; inhibition, % at 20 µM, or IC50 in µM where a hit was titrated; 110,000 compounds, 0.17% hits; in the data active = inhibition above about 50%;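 note: plate controls were vehicle for no effect and reference inhibitor for full effect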
Hsp70 inhibitors = Hsp70 inhibitors, probe displacement, primary screen, biochemical, fluorescence polarization (AID 583). 140,000 compounds, 0.06% hits. Hsp70 fluorescence polarization probe displacement, mP; higher % means a stronger effect. one-dose displacement, % at 20 µM; IC50 in µM for titrated hits; in the data active = displacement above about 50%;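 note: plate controls were vehicle for no effect and reference ligand for full effect; a part of the inactive calls stands beside numbers as strong as those of hits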
The depositor's hits bear a star; x = no result given; & = joins results of further samples.

SMILES	MKP-3 inhibition	Hsp70 inhibitors
COc1ccccc1N(CC(=O)NCCSC)S(=O)(=O)c1ccccc1	-1%	-5.6%
CCCc1[nH]nc2c1C(c1ccc(OC(=O)N3CCOCC3)c(OC)c1)C(C#N)=C(N)O2 (centres undefined)	4%	2.9%
O=C(Nc1ccc(Cl)cc1)c1ccc2c(c1)OCO2	-5%	-0.4%
O=C(O)c1c(-c2ccccc2)oc2ccc(OCc3ccccc3)cc12	4%	-2.1%
Cc1ccc(NC(=O)NC(=O)N(c2ccccc2)S(C)(=O)=O)cc1	-12%	-2.5%
CCOC(=O)c1c(C)n(C)c2ccc(OCC(O)Cn3nc(C)cc3C)cc12 (centres undefined)	-9%	5.1%
N#Cc1cc2c(=O)n3ccccc3nc2n(CCCN2CCOCC2)c1=O	-1%	8.5%
COc1cc(CN2CCN(C3CC4CCC3C4)CC2)cc(OC)c1OC (centres undefined)	2%	-0.6%
COC(=O)C1CCN(C(=O)CN2C(=O)NC(CCc3ccccc3)C2=O)CC1 (centres undefined)	-16%	6.0%
COc1ccc(CN(C(=O)c2ccccc2OC)C2CCS(=O)(=O)C2)cc1 (centres undefined)	-5%	-3.2%
O=C1NC(=O)N(c2ccccc2)C(=O)/C1=C\c1ccc(Cl)cc1	4%	0.2%
O=C(NC1CC2CCCC(C1)N2S(=O)(=O)c1ccccc1)c1ccccc1 (centres undefined)	-11%	-0.7%
COc1cccc2c1C(=O)c1c(O)c3c(c(O)c1C2=O)C[C@@](O)(C(=O)CO)C[C@@H]3O[C@H]1C[C@H](N)[C@H](O)[C@H](C)O1	-3%	57%
CCOC(=O)c1cccc(N/C(N)=N/c2nc(C(F)(F)F)cc(=O)[nH]2)c1	3%	-3.6%
COc1ccccc1/C=N/Nc1cc(N2CCCC2)nc(N2CCCC2)n1	21%	1.6%
Cc1ccc(-c2cc(C(F)(F)F)n3nc(-c4ccccc4)cc3n2)cc1	2%	-2.0%
O=C(NCc1ccccn1)C(=O)Nc1ccc(Cl)c(C(F)(F)F)c1	0%	-1.2%
Cc1cc(NC(=O)CSc2nccn2-c2ccc(Cl)cc2)no1	-2%	-0.3%
Cc1ccc(S(=O)(=O)NCC(=O)N(CC(=O)NCC2CCCO2)Cc2ccccc2)cc1 (centres undefined)	-14%	-0.3%
COc1cc(/C=N\N2CCN(c3ccccc3)CC2)ccc1O	2%	1.4%
COc1cc(OC)c(CNc2ccc(C)c(C)c2)cc1Br	1%	0.8%
COc1ccc2cc(C(c3nnnn3CCc3ccccc3)N3CCCC(C)C3)c(=O)[nH]c2c1 (centres undefined)	-14%	2.2%
CCOc1cc(/C=C2\SC(=S)N(CC(C)C)C2=O)ccc1O	4%	-5.3%
COc1cccc(OC)c1C(=O)Nc1nnc(C(C)C)s1	-16%	1.1%
COC(=O)c1cccc(S(=O)(=O)N2CCCCC2)c1	-10%	-3.7%
SMILES	MKP-3 inhibition	Hsp70 inhibitors
Cc1cccc(C)c1NC(=S)N1CCC(N(C)CC2CCCO2)CC1 (centres undefined)	x	-4.7%
Cc1ccccc1NC(=O)c1cccc2nccnc12	-3%	0.5%
CC(=O)Oc1ccccc1C1OCCN1C(C)=O (centres undefined)	-4%	-2.9%
CCCOC(=O)c1c(N)sc2c1CCCCC2	5%	-1.3%
COc1ccc(/C(O)=C/C(=O)C(=O)NCc2ccccc2)cc1	2%	-0.6%
O=[N+]([O-])c1ccc(-c2nnc(-c3ccc(Br)o3)o2)cc1	1%	2.1%
CCOC(=O)C(C(=O)Nc1ccccc1)C1CCCCC1 (centres undefined)	-13%	-0.5%
CCCNC(=O)CSc1nnc(C)s1	x	0.2%
O=C(NC1CC1)c1ccc(-c2nc3ccccc3s2)s1	-7%	-2.8%
CSc1ccc(-c2c(C#N)c(N)nc3c2c(C)nn3-c2ccccc2)cc1	-2%	-3.8%
COC(=O)CCC(=O)Nc1ccc(OC)cc1	9%	5.5%
O=C1C2C3C=CC(C3)C2C(=O)N1Cc1cccnc1 (centres undefined)	-4%	-1.1%
CC1=C/C(=N\OS(=O)(=O)c2ccccc2)C=CC1=O	x	2.3%
Cc1nn2c3c(cnc2c1-c1ccccc1)C(=O)CC(c1ccccc1)C3 (centres undefined)	x	0.7%
Cn1c(=O)c2c(nc(CN3CCOCC3)n2CCCc2ccccc2)n(C)c1=O	x	4.5%
O=C(CCCOc1ccccc1)Nc1cccc([N+](=O)[O-])c1	2%	4.2%
OCCOCCNc1ncnc2c1cnn2-c1ccccc1	4%	-1.6%
O=c1[nH]cc(F)c(=O)[nH]1	x	3.9%
CC1(C)Cc2c(sc3nc(SCC(=O)NCc4ccccc4)n(-c4ccccc4)c(=O)c23)CS1	x	-0.6%
CCC(=O)Nc1nnc(CCc2ccccc2)s1	x	5.9%
CCOC(=O)c1cc(-c2ccc(C=C3C(=O)N(C)C(=O)N(C)C3=O)o2)ccc1Cl	-1%	-1.1%
CC(C)(C)SCCNS(=O)(=O)c1ccccc1	-4%	-7.0%
COc1cccc(C(=O)NCc2cn3ccsc3n2)c1	-6%	-4.9%
O=C1N=c2ccccc2=C1c1s/c(=N\Nc2ccccc2)n(-c2ccccc2)c1O	0%	-3.3%
O=C(CN(c1ccc(F)cc1)S(=O)(=O)c1ccccc1)Nc1ccc(Br)cc1	-2%	0.1%
SMILES	MKP-3 inhibition	Hsp70 inhibitors
COC(=O)c1ccc(NC(=O)CC(=O)Nc2ccc(C(=O)OC)cc2)cc1	-1%	8.9%
c1ccc(OCCCc2nc(-c3ccccn3)no2)cc1	-7%	-4.0%
CCc1ccc(O)c(N=Cc2cccc(C)c2O)c1	-13%&0%	-10%&-7.1%
CC(C)Oc1ccc2c(=O)c(-c3ccccc3)coc2c1	4%	2.2%
COc1ccc(CCNC(=O)/C=C/c2ccco2)cc1OC	-1%	-2.2%
CCC1(C)Cc2c(C#N)c(N)n(-c3ccccc3)c(=O)c2CO1 (centres undefined)	0%	4.3%
O=C(NC1CCS(=O)(=O)C1)/C(=C\c1ccco1)NC(=O)c1ccccc1 (centres undefined)	-5%	0.8%
Cc1ccnc(NS(=O)(=O)c2ccc(N3C(=O)c4ccc(C(=O)O)cc4C3=O)cc2)n1	-1%	4.0%
Cc1ccc2c(c1)c1c(n2CCC(N)=O)C(=O)CCC1	4%	2.8%
COCCN1C(=O)C(=O)/C(=C(/O)c2ccc3c(c2)OCCO3)C1c1ccc(C(=O)OC)cc1 (centres undefined)	-6%	-0.9%
NC(=O)c1cc(NC(=O)c2ccc(Cl)c(Cl)c2)ccc1Cl	3%	3.7%
Cc1ccc(-c2cc(-c3ccc(F)cc3)nc(N)c2C#N)o1	8%	-3.4%
COc1cc(/C=C2\SC(=S)N(C(C(=O)O)C(C)C)C2=O)ccc1O (centres undefined)	8%	-15%
CC(=O)C1=C(O)C(=O)N(CC2CCCO2)C1c1ccc2c(c1)OCO2 (centres undefined)	1%	-2.9%
COC(=O)COc1ccc(S(=O)(=O)N2CCN(c3ccc(F)cc3)CC2)cc1	x	0.9%
O=C(CSc1ncnc2nc[nH]c12)N1CCN(c2ccc(Cl)cc2)CC1	-1%	-1.2%
CC(=O)NC1=NC(=O)/C(=C\c2ccccc2F)S1	1%	0.5%
Cc1ccccc1Cc1c(C)nc2nc(SCC(=O)NCc3ccco3)nn2c1C	-1%	2.8%
O=C(N/N=C/c1ccco1)c1cc(-c2ccc(Cl)cc2)n[nH]1	3%	3.7%
Cc1ccc(CCNC(=O)C2CCN(C(=O)N(C)C)CC2)cc1	-2%	x
COc1ccc(C2CC(=O)C3=C(C2)Nc2ccccc2NC3c2ccccc2Br)cc1 (centres undefined)	3%	-5.5%
O=C(Nc1cc(Cl)ccc1C(=O)O)c1ccc2c(c1)C(=O)N(c1ccccc1-c1ccccc1)C2=O	2%	-1.8%
COc1ccc(CN=CC2=C(O)CNC2=O)cc1OC	-24%	-0.4%
CC1=C(C(=O)OC(C)C)C(c2ccc(F)cc2)NC(=O)N1 (centres undefined)	4%&-3%	6.3%&-0.6%
O=C(COc1ccc(Cl)cc1)N1CCN(c2cccc(C(F)(F)F)c2)CC1	x	0.7%

Reformatted with the structure last: entries from further up.
MKP-3 inhibition | Hsp70 inhibitors | smiles
-7% | -4.0% | c1ccc(OCCCc2nc(-c3ccccn3)no2)cc1
-13%&0% | -10%&-7.1% | CCc1ccc(O)c(N=Cc2cccc(C)c2O)c1

Next section.
SMILES	MKP-3 inhibition	Hsp70 inhibitors
COc1ccc(OC)c(NC(=S)NC(NC(=O)Cc2cccc3ccccc23)C(Cl)(Cl)Cl)c1 (centres undefined)	-2%	-3.3%
C=CCOC(=O)C1=C(C)OC(N)=C(C#N)C1c1ccoc1 (centres undefined)	12%	-32%
O=C1C2C3C=CC(C4CC34)C2C(=O)N1c1ccc(F)cc1 (centres undefined)	-3%	-2.9%
CN(C)CCCNCCCNC(=O)c1ccccn1	2%	0.9%
CCOc1ccccc1N(CC(=O)Nc1cc(Cl)cc(Cl)c1)S(=O)(=O)c1ccccc1	0%	5.3%
Cc1ccc(N/C=C/C(=O)c2ccc(C)cc2)cc1	x	-4.2%
CCCSc1nnc2[nH]c(=O)cc(N)n12	x	-6.4%
CCOc1cc(/C=C2/NC(=O)N(Cc3ccccc3F)C2=O)ccc1O	x	-0.8%
COc1ccc(CCNc2oc(Cc3ccccc3)nc2C#N)cc1OC	-15%	3.7%
C/C(=C\C(=O)c1ccc(C)o1)Nc1ccc2c(c1)OCO2	-5%	0.5%
COc1ccc(-n2c(=O)c3ccccc3n(CC(=O)NC3CCCC3)c2=O)c(OC)c1	-3%	-1.1%
O=C(CCCCCn1c(=O)[nH]c2ccccc2c1=O)NCCCN1CCN(c2ccccc2F)CC1	-8%	4.6%
CCOc1ccc(N2C(=O)c3cccnc3C2Nc2ccc(OC)cc2)cc1 (centres undefined)	14%	1.5%
COc1ccc(C(=O)NNC(=O)c2ccccc2O)cc1	1%	2.6%
O=C(CSc1nnc(-c2ccccn2)n1Cc1ccco1)c1ccc(-c2ccccc2)cc1	-18%	-0.3%
O=C(NCc1ccco1)c1cc(S(=O)(=O)N2CCOCC2)ccc1Cl	-6%	1.3%
COc1ccc(/C=C2/SC(=Nc3ccc(F)cc3)NC2=O)c(OC)c1	0%	-24%
CCN(CC)CCn1c(=N)n(CCO)c2ccccc21	-1%&4%	5.1%&-1.8%
N#CCSc1nc2ccccc2c(=O)n1-c1ccccc1	3%	3.3%
Fc1ccc(Cn2cnc3ccccc32)cc1	x	-7.5%
Cc1nc(CC(=O)Nc2nc(-c3ccccc3)cs2)cs1	-7%	5.7%
Cc1ccc(-c2nc(SCC(=O)NCCN3C(=O)CSC3=O)[nH]c2-c2ccc(C)cc2)cc1	x	2.1%
O=C(O)c1ccc(NC(=O)c2cccs2)cc1	-3%	-3.0%
COc1cccc(-n2c(SCC(=O)NCCc3ccccc3)nnc2-c2ccoc2C)c1	4%	-3.5%
COc1ccccc1C(=O)NCCCn1cc(Br)c(C)n1	-1%	-5.5%

Quoted at random: five entries already listed
SMILES	MKP-3 inhibition	Hsp70 inhibitors
NC(=O)c1cc(NC(=O)c2ccc(Cl)c(Cl)c2)ccc1Cl	3%	3.7%
O=C(O)c1c(-c2ccccc2)oc2ccc(OCc3ccccc3)cc12	4%	-2.1%
Cc1nc(CC(=O)Nc2nc(-c3ccccc3)cs2)cs1	-7%	5.7%
COc1ccc(/C(O)=C/C(=O)C(=O)NCc2ccccc2)cc1	2%	-0.6%
COCCN1C(=O)C(=O)/C(=C(/O)c2ccc3c(c2)OCCO3)C1c1ccc(C(=O)OC)cc1 (centres undefined)	-6%	-0.9%

New compounds follow:
SMILES	MKP-3 inhibition	Hsp70 inhibitors
CC1=C(C(=O)Nc2ccccc2)C(c2cc(C)cs2)NC(=O)N1 (centres undefined)	3%	0.9%
Cc1cccc(N2CCN(C(=O)c3ccc(Cl)c(S(=O)(=O)NCc4ccco4)c3)CC2)c1C	-4%	-1.2%
Cc1cccc(-c2cc(C(=O)N3CCN(c4cccc(C)c4C)CC3)c3ccccc3n2)c1	1%	0.4%
O=C(NCc1ccccn1)c1ccc(O)cc1	0%	0.3%
Cc1ccc(NC(=O)c2ccco2)c(NC(=O)Cc2cccs2)c1	x	0.9%
CCOCCCn1c(=NC(C)=O)c(C(=O)OCC)cc2c(=O)n3ccccc3nc21	0%	1.3%
Cc1sc(NC(=O)C2CCCCC2C(=O)O)c(C(N)=O)c1C (centres undefined)	x	3.1%
O=C(NCC1CCCO1)c1ccccn1 (centres undefined)	-9%	-1.9%
CN(C)c1ccc(-c2nc3ccccn3c2/N=C/c2cccc([N+](=O)[O-])c2O)cc1	0%	-0.2%
CC(=O)N1Cc2ccccc2C(C)CC12CCCC2 (centres undefined)	0%	1.3%
CC1Cc2nc(SCC(=O)Nc3nccs3)n(Cc3ccccc3)c(=O)c2S1 (centres undefined)	-12%	5.0%
CN1C(=O)/C(=C\c2cc(Cl)ccc2OCc2ccccc2Cl)SC1=S	6%	-4.0%
CN(C)CCOC(=O)C12CC3CC(CC(C3)C1)C2	x	2.3%
CCOc1ccccc1N(CC(=O)N1CCOCC1)S(=O)(=O)c1ccccc1	-3%&1%	1.4%&0.7%
O=C(OCCNC(=O)c1ccc2ccccc2n1)c1cccnc1	-10%	x
Cc1ccc(-c2nc3ccccc3o2)cc1NC(=O)c1ccc(-c2ccc([N+](=O)[O-])cc2)o1	2%	-1.0%

6 of these compounds in another layout.
compound | MKP-3 inhibition | Hsp70 inhibitors
Cc1ccc(NC(=O)c2ccco2)c(NC(=O)Cc2cccs2)c1 | x | 0.9%
CCOCCCn1c(=NC(C)=O)c(C(=O)OCC)cc2c(=O)n3ccccc3nc21 | 0% | 1.3%
Cc1sc(NC(=O)C2CCCCC2C(=O)O)c(C(N)=O)c1C (centres undefined) | x | 3.1%
O=C(NCC1CCCO1)c1ccccn1 (centres undefined) | -9% | -1.9%
CN(C)c1ccc(-c2nc3ccccn3c2/N=C/c2cccc([N+](=O)[O-])c2O)cc1 | 0% | -0.2%
CC(=O)N1Cc2ccccc2C(C)CC12CCCC2 (centres undefined) | 0% | 1.3%

A portion of the library; count on the stated rates, not on these rows.
